FXIIa inh: inhibitors of human coagulation factor XIIa; P00748; purified FXIIa, Boc-QGR-AMC fluorogenic substrate, 2 h; inhibition, % at 5 µM; hit rate 0.3% among 220,000; AID 800; in the data active means inhibition above about 40%;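 further: 0% = enzyme with no compound and 100% = blank without enzyme; many of its hits are not listed in these tables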
KLK5 inh: blocks human kallikrein 5 protease activity | Q9Y337 | recombinant hK5, fluorogenic AMC substrate cleavage | inhibition, % at 5 µM | hit rate 0.59% among 210,000 | AID 873;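 active means inhibition of 40% or more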;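 further: 0% = enzyme controls without compound and 100% = no-enzyme blanks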
Target sequence (Q9Y337 67-293 limits assumed): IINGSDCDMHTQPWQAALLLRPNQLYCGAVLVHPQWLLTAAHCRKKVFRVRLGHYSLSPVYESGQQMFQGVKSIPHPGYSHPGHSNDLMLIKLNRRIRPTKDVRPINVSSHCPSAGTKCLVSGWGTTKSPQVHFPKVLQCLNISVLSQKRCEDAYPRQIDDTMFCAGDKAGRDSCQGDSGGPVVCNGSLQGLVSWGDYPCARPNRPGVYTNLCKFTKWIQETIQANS
Thrombin inh: blocks human thrombin protease activity; P00734; alpha-thrombin, Boc-VPR-AMC fluorogenic substrate cleavage; inhibition, % at 5 µM; hit rate 0.26% among 220,000; AID 1046;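 active means inhibition at or above 40%; inactive means inhibition below 40%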;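 further: 0% = enzyme with no compound and 100% = wells without enzyme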
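Material: human alpha-thrombin enzyme / Medium: pH 7.5 Tris (50 mM) with NaCl 150 mM, Tween 20 0.05% / Compound: single-point dosing at 5 µM, 0.2% DMSO / Incubation: enzyme reaction carried out at room temperature / Detection: AMC fluorescence, 355/460 nm / Read-out basis: percent inhibition scaled between no-compound controls and no-enzyme blanks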
Wee1 stabilizer: inhibitors of human Wee1 degradation | P30291 | HeLa Luc-Wee1K328M stability, luciferase luminescence; 100% = proteasome inhibitor MG132 effect | reporter increase, % at 5 µM | hit rate 1.2% among 220,000 | AID 1321;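 active means activation above the mean of all tested compounds plus 3 SD, set per screening run, cut at about 8.8% in these data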;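 further: cells exposed to compound for 20 h before luminescence read; 0% = DMSO alone and 100% = MG132 at 30 µM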
Target sequence (P30291 whole entry K328M): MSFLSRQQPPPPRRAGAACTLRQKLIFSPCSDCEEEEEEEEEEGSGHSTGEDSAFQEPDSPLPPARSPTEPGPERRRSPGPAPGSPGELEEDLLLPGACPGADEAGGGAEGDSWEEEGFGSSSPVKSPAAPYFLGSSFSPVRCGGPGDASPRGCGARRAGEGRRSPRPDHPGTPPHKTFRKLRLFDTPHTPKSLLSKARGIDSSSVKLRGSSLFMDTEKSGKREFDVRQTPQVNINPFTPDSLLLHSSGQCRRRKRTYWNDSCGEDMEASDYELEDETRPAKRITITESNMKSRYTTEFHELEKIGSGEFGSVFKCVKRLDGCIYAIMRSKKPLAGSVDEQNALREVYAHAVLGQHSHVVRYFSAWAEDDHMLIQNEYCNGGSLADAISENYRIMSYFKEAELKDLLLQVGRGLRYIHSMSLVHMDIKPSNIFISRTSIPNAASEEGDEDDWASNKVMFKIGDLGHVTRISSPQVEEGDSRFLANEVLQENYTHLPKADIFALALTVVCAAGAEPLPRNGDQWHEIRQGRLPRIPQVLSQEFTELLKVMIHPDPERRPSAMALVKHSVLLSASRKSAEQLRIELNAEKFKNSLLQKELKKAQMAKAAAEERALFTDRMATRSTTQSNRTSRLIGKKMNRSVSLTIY
Furin inhibitor: human furin inhibition; inhibition, % at 30 µM; purified furin, fluorogenic substrate cleavage; hit rate 0.061% among 220,000; in the data active means inhibition above about 25%; further: inactives centre near -15
p97 inhibitor: blocks human p97 ATPase activity; recombinant p97 ATPase, Kinase-Glo ATP luminescence, 3 h; AID 1481; hit rate 0.42% among 220,000; inhibition, % at 8 µM; in the data active means inhibition above about 15%;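 further: 0% = DMSO vehicle and 100% = wells lacking enzyme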
FXIa inh 1536: factor XIa (human) inhibition | P03951 | purified FXIa, Boc-Glu-Ala-Arg-AMC fluorogenic substrate | inhibition, % at 5 µM | hit rate 0.14% among 220,000 | AID 798;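 active means inhibition of at least 40%; inactive means inhibition below 40%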;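 further: fluorescence of freed AMC excited at 355 nm; 0% = enzyme without compound and 100% = no enzyme blank; many of its hits are not listed in these tables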
PERK inhibitor: blocks human PERK kinase; Q9NZJ5; CHO PERK-DD fusion, SEAP luminescence translation reporter; inhibition, % at 5.6 µM; hit rate 0.17% among 220,000;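 active means inhibition above the mean inhibition of all tested compounds plus 3 SD, set separately per screening campaign, cut at about 2.9% in these data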;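 further: PERK kinase domain activated by AP20187 dimerizer at 100 nM; 0% = DMSO with dimerizer and 100% = rapamycin at 8.4 µM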
KCC2 mod: modulates chloride dependent transport by human KCC2; Q9H2X9; KCC2 cells, thallium flux FluoZin-2 fluorescence; B-score of Tl+ flux slope (higher = more flux/activation; lower = inhibition) at 10 µM; hit rate 2.2% among 190,000; AID 1456;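 active means thallium flux slope and its plate-corrected score both differing from the plate sample mean at a set confidence after two filtering rounds, in either direction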;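 further: slope of fluorescence scaled to starting intensity during 10 to 20 s after thallium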
* hit, by the source's call; i = inactive; . = no result given; [ ] = dose if it differs, or a comment.

SMILES	FXIIa inh	KLK5 inh	Thrombin inh	Wee1 stabilizer	Furin inhibitor	p97 inhibitor	FXIa inh 1536	PERK inhibitor	KCC2 mod
COc1ccccc1N(Cc1ccccc1)S(=O)(=O)c1cccc(C(=O)Nc2ccc(C(C)=O)cc2)c1	8.6	-18.0	2.3	-1.8	3.2	-0.9	3.6	-0.1	i
COc1ccc(C2C(C#N)=C(C)NC3=C2C(=O)c2ccccc23)cc1 (stereo not drawn)	12.7	8.6	-6.9	-1.8	-20.5	0.6	5.0	0.4	.
CCCCNC(=O)c1ccccc1NC(=O)c1ccc2c(c1)OCO2	7.0	-0.3	5.7	2.5	-18.0	2.6	1.0	0.2	-0.561
CCCc1nnc(SCC(=O)N2CCCC(C)C2)n1CCCOC (stereo not drawn)	-2.0	3.9	-6.4	-2.4	5.9	2.5	-15.0	-1.4	0.503
COC(=O)c1ccccc1NC(=O)c1c(O)c2c([nH]c1=O)CCCC2	-0.4	6.6	-8.7	-2.4	-20.3	1.8	-4.7	0.8	0.00834
N#CC(c1ccc(Cl)nn1)c1ccccc1Cl (stereo not drawn)	-3.2	4.2	-2.8	4.0	-11.0[20 µM]	0.3	-5.8	0.4	0.15
CC(=O)N1N=C(C)CC1c1ccc(OCc2ccccc2)cc1 (stereo not drawn)	10.4	-8.3	-10.2	0.2	-20.3	3.2	4.1	1.0	-0.0662
O=C(N/C(=C/c1ccco1)C(=O)N1CCCCCC1)c1cccs1	29.9	-5.7	8.7	4.4	-0.4[20 µM]	3.1	6.1	1.7	0.0393
Cc1cc(/C=N/Nc2ccc([N+](=O)[O-])cn2)c(C)n1-c1ccccc1	-0.6	-15.3	-6.6	0.6	1.8[20 µM]	1.5	-4.5	-0.9	1.16
COc1ccc(CCNC(=O)CSc2nnc3ccccn23)cc1	4.3	0.6	-1.7	-1.4	-26.8	3.4	-1.2	1.7	1.37
COc1ccc(C(=O)N2CCCC(CCC(=O)NCc3ccc(F)c(F)c3)C2)cc1F (stereo not drawn)	9.4	-1.2	-3.5	-1.3	-15.3	0.2	-1.8	-0.3	0.835
COc1cc(/C=N/NC(=O)C2c3ccccc3Oc3ccccc32)ccc1O	9.6	-26.0	-0.3	1.9	-3.0[20 µM]	3.9	0.0	0.9	1.18
O=[N+]([O-])c1ccc(Cl)cc1Sc1ccccn1	17.5	-8.4	0.6	4.4	-11.7	1.2	10.4	0.0	-1.33
O=C(O)CCC(=O)OC1CC2CCC1C2 (stereo not drawn)	22.3	-27.4	0.5	1.7	-16.3	7.0	13.9	1.1	.
CC1CN=C(N(C(=S)Nc2ccccc2)c2cccc(C(F)(F)F)c2)S1 (stereo not drawn)	3.7	-0.9	-3.1	-1.4	-5.7	0.1	-4.1	0.1	0
Cc1ccccc1Nc1sc(C(=O)Nc2cccc(Cl)c2)c(N)c1C(N)=O	4.8	-6.6	3.6	-2.2	-8.4	2.8	-12.2	1.0	-0.153
COC(=O)c1ccc(-c2ccc(/C=N/NC(=O)Cc3nnc(N)s3)o2)cc1	11.2	3.0	3.6	-1.7	-13.2	7.4	3.8	-0.3	-0.00141
Cc1cccc(N(C(=O)Cn2nnc3ccccc32)C(C(=O)NCc2ccco2)c2ccncc2)c1C (stereo not drawn)	-2.2	-21.6	-7.0	-3.3	-8.7	-9.1	1.3	-0.8	0.105
CCCNC(=O)NCCc1ccncc1	4.2	-0.3	-1.0	-1.8	-19.1[20 µM]	-1.1	0.9	-0.1	.
CCCCOC(=O)NC1CCS(=O)(=O)C1 (stereo not drawn)	1.1	-5.8	-4.5	-2.6	-12.2[20 µM]	-1.9	-9.0	0.1	1.15
O=C(Cn1cnc2c(cnn2-c2ccccc2Cl)c1=O)N1CCc2ccccc21	5.2	-5.2	1.9	2.9	-22.6	-0.1	-2.3	-0.6	0.536
CCSc1nnc(NC(=O)c2cc(C)oc2C)s1	-23.1	-28.3	-10.6	3.0	-21.5[20 µM]	6.5	-8.8	-1.0	1.05
COCCN1CN(S(=O)(=O)c2ccc(Cl)cc2)c2nc3ccccc3nc21	9.4	-13.5	-3.0	-3.3	1.8[20 µM]	-3.3	-1.1	-0.6	0.657
Cc1c(Cc2ccccc2)sc(/N=C/c2c(O)ccc3ccccc23)c1C(N)=O	9.1	-17.7	-8.6	-2.1	-12.0	2.2	-0.5	0.8	1.03
CCCOc1ccc(Cn2c(=O)oc3ccc(C)cc32)cc1OC	6.6	-10.6	-1.9	-1.8	-10.9[20 µM]	-8.9	-2.4	-1.9	1.64
Cc1nc2c(-c3ccccc3)c(C)nn2c(N)c1-c1ccccc1	10.9	-13.0	2.3	-1.3	-9.6[20 µM]	-6.2	4.9	-0.6	0.998
Cc1ccccc1C(=O)NC(=S)Nc1ccc(S(=O)(=O)N(C)c2ccccc2)cc1	-0.2	-11.7	-1.6	-2.6	-13.6[20 µM]	3.9	-0.1	-0.5	0.684
CC(C)NC(=O)c1ccccc1NC(=O)/C=C/c1ccc([N+](=O)[O-])cc1	19.2	-12.8	2.6	-2.0	-18.6	-1.4	6.0	-0.1	0.24
CCCOc1ccc(C2C(C#N)=C(N)Oc3nc[nH]c(=O)c32)cc1OC (stereo not drawn)	6.5	-9.7	-5.1	4.5	-17.0	6.2	-2.3	0.9	-2.01
CC(C)n1c2ccccc2c2nnc(SCC(=O)OCN3C(=O)c4ccccc4C3=O)nc21	-7.0	4.5	-19.8	1.2	-29.5	8.7	1.7	0.1	-0.147
COc1ccccc1/C=N/Nc1cc(C)nc(N2CCOCC2)n1	8.3	7.4	4.7	0.5	-5.8	3.8	6.1	0.8	0.0355
Cc1nccc(-c2cccc(NC(=O)Nc3ccc(Cl)cc3)c2)n1	3.8	25.0	-3.0	-1.5	-22.2	-3.6	13.1	-0.8	-0.201
CCOC(=O)c1c(N)c(C#N)c2n1CCCC2	5.1	2.3	-3.4	1.5	-10.3[20 µM]	2.7	9.8	1.3	-0.0769
Cc1ccc(C(c2c(C)[nH][nH]c2=O)c2c(C)[nH][nH]c2=O)cc1[N+](=O)[O-]	11.4	3.4	2.7	0.3	-13.1	5.6	5.5	0.1	0.681
COc1ccc(N(C(=O)C2CSC(=O)C2)C(C(=O)NC(C)(C)C)c2ccncc2)cc1 (stereo not drawn)	7.2	-0.4	5.7	-1.4	-20.6	2.7	1.2	-0.5	0.274
Cc1cc(C)nc(NS(=O)(=O)c2ccc(NC(=O)C3(c4ccccc4)CCCC3)cc2)n1	10.6	0.0	-10.0	4.4	-16.9	6.1	2.3	0.5	0.516
CC(=O)Nc1ccc(C(=O)OCc2ccc(Br)cc2)cc1	13.7	-16.1	-2.1	0.9	-5.5	1.1	4.7	0.5	-0.15
COc1cccc2[nH]c3c(Cl)ncnc3c12	3.3	-28.0	-6.0	1.8	-8.6	6.8	16.3	1.2	0.772
c1ccc(-c2csc(=Nc3cccnc3)n2CC2CCCO2)cc1 (stereo not drawn)	14.8	-13.2	4.1	-1.6	-18.7	3.5	5.4	-0.2	0.0231
C=CCSC1=N/C(=C\c2ccsc2)C(=O)S1	4.8	7.7	7.0	-1.1	-26.2	-0.3	3.2	0.9	-0.538

Whole records, looked up by structure. Screens in order: FXIIa inh | KLK5 inh | Thrombin inh | Wee1 stabilizer | Furin inhibitor | p97 inhibitor | FXIa inh 1536 | PERK inhibitor | KCC2 mod
COc1cccc2[nH]c3c(Cl)ncnc3c12 across the screens: 3.3 | -28.0 | -6.0 | 1.8 | -8.6 | 6.8 | 16.3 | 1.2 | 0.772
COc1ccccc1/C=N/Nc1cc(C)nc(N2CCOCC2)n1 across the screens: 8.3 | 7.4 | 4.7 | 0.5 | -5.8 | 3.8 | 6.1 | 0.8 | 0.0355

Carrying on:
SMILES	FXIIa inh	KLK5 inh	Thrombin inh	Wee1 stabilizer	Furin inhibitor	p97 inhibitor	FXIa inh 1536	PERK inhibitor	KCC2 mod
Cc1cc(NCCCn2ccnc2)n2nc(C)c(-c3ccccc3)c2n1	-7.3	10.8	-4.7	2.0	-15.7[20 µM]	3.0	0.3	-1.0	-0.92
CC(NC(=O)Nc1cccc([N+](=O)[O-])c1)(C(F)(F)F)C(F)(F)F	5.6	-7.2	-1.7	-3.9	-11.5[20 µM]	3.4	1.2	0.7	-1.05
NC(=S)NC1CCS(=O)(=O)C1 (stereo not drawn)	-1.2	-10.0	-3.6	-1.3	-15.3	1.4	-5.7	1.4	0.216
Cc1nccn1CCc1nc(N)nc(N)n1	14.0	-23.2	0.1	-1.7	-9.8[20 µM]	3.1	-1.7	0.9	-0.0562
CN1CCCC(OC(=O)c2cc(Br)ccc2Cl)C1 (stereo not drawn)	19.1	-11.4	4.9	5.0	-23.4	2.0	6.0	0.2	1.82
Cc1ccc(S(=O)(=O)n2ccc(OC(=O)c3cccs3)n2)cc1	18.5	30.4	31.4	-0.7	-17.2	6.0	23.6	0.8	0.299
O=C(CN1C(=O)C2CC=CCC2C1=O)NCC(=O)Nc1ccc(F)c(F)c1F (stereo not drawn)	8.3	2.4	-2.2	-4.1	-19.8	2.2	1.6	0.9	-1.05
CC(=O)Nc1nc(NC(=O)/C=C/c2ccccc2)n(-c2ccccc2)n1	0.8	-57.0	-2.7	-0.6	-11.0	0.5	5.2	-1.9	0.883
Cc1ccc(C)c(S(=O)(=O)C(C#N)c2nc3ccccc3nc2N2CCCC2)c1 (stereo not drawn)	7.5	29.8	22.0	-1.9	-29.8	19.0*	4.3	-0.1	-2.14
Cc1n[nH]c(C)c1S(=O)(=O)N1CCOCC1	17.0	-6.4	4.6	-0.6	1.4	-0.6	4.1	-0.6	.
CSCCC(NS(=O)(=O)/C=C/c1ccccc1)C(=O)NCCc1ccc(S(N)(=O)=O)cc1 (stereo not drawn)	6.9	-4.1	-4.8	1.7	-9.1	0.1	-3.1	0.6	.
O=C1Nc2ccc(Br)cc2/C1=C/C1CC=CCC1 (stereo not drawn)	5.8	0.6	-1.1	-0.9	-12.2	5.7	-0.6	0.4	0.815
CC1CCN(CC(=O)Nc2nn(-c3ccccc3)nc2C(N)=O)CC1	8.8	-8.6	-14.0	5.1	-5.3	-6.1	7.6	0.2	1.32
O=C(COc1ccccc1)NC(=S)N1CCc2ccccc21	3.7	-16.4	-8.6	-1.6	-4.6	-5.0	5.5	0.2	56.5*

7 of these compounds in another layout.
FXIIa inh	KLK5 inh	Thrombin inh	Wee1 stabilizer	Furin inhibitor	p97 inhibitor	FXIa inh 1536	PERK inhibitor	KCC2 mod	Molecule
-7.3	10.8	-4.7	2.0	-15.7[20 µM]	3.0	0.3	-1.0	-0.92	Cc1cc(NCCCn2ccnc2)n2nc(C)c(-c3ccccc3)c2n1
5.6	-7.2	-1.7	-3.9	-11.5[20 µM]	3.4	1.2	0.7	-1.05	CC(NC(=O)Nc1cccc([N+](=O)[O-])c1)(C(F)(F)F)C(F)(F)F
-1.2	-10.0	-3.6	-1.3	-15.3	1.4	-5.7	1.4	0.216	NC(=S)NC1CCS(=O)(=O)C1 (stereo not drawn)
14.0	-23.2	0.1	-1.7	-9.8[20 µM]	3.1	-1.7	0.9	-0.0562	Cc1nccn1CCc1nc(N)nc(N)n1
19.1	-11.4	4.9	5.0	-23.4	2.0	6.0	0.2	1.82	CN1CCCC(OC(=O)c2cc(Br)ccc2Cl)C1 (stereo not drawn)
18.5	30.4	31.4	-0.7	-17.2	6.0	23.6	0.8	0.299	Cc1ccc(S(=O)(=O)n2ccc(OC(=O)c3cccs3)n2)cc1
8.3	2.4	-2.2	-4.1	-19.8	2.2	1.6	0.9	-1.05	O=C(CN1C(=O)C2CC=CCC2C1=O)NCC(=O)Nc1ccc(F)c(F)c1F (stereo not drawn)

Compound activity deposited in PubChem by several laboratories.

Random draw from the library; 4.4% or so of the library scored in one or more.
